Siah-1 displacement: Siah-1 peptide-binding antagonists, primary screen, biochemical, fluorescence polarization, rhodamine-plectin, uHTS (AID 1817); E3 ubiquitin-protein ligase SIAH1 (Homo sapiens); Siah-1 / rhodamine-plectin peptide fluorescence polarization; higher % means a stronger effect; displacement, % at 20 µM; hits with a dose series show IC50 in µM; hit rate 0.02% among 290,000;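 active = displacement of at least 50% at 20 µM, with a fluorescence ratio check between 0.3 and a set limit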;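 note: plate controls were Siah plus tracer with DMSO for no effect and tracer alone without Siah for full effect; strong numbers were not always called active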
LYP phosphatase: inhibitors of LYP phosphatase, biochemical, fluorescence intensity, uHTS (AID 1779). recombinant LYP phosphatase, fluorescence intensity; higher % means a stronger effect. inhibition, % at 11.5 µM; hits with a dose series show IC50 in µM. hit rate 0.054% among 290,000;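 note: plate controls were vehicle with enzyme for no effect and no enzyme for full effect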
Salmonella PhoP GFP: inhibitors of PhoP regulon expression, primary screen, Salmonella Typhimurium, GFP reporter (AID 1863); S. Typhimurium PhoP-regulated promoter GFP reporter, 4 h; higher % means a stronger effect; one-dose inhibition, % at 50 µM; IC50 in µM for titrated hits; hit rate 0.16% among 300,000;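 active = inhibition over 29.93%, a cutoff 3 SD above the screen mean, later confirmed by dose response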;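 note: 0% = low Mg2+ inducing control and 100% = high Mg2+ repressing control; strong numbers were not always called active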
NOD2 inhibition: NOD2 signaling inhibitors, cell-based, luminescence, uHTS, HEK293 (AID 1566); hit rate 0.63% among 290,000; HEK293 NOD2/NF-kB luciferase reporter, luminescence; higher % means a stronger effect; inhibition, % at 4 µM, or EC50 in µM where a hit was titrated; note: many of its hits are not listed in these tables
NOD1 NF-kB reporter: NOD1 signaling inhibitors, primary screen, cell-based, luminescence, uHTS (AID 1578); NOD1-driven NF-kB luciferase reporter cells, luminescence; higher % means a stronger effect; inhibition, % at 4 µM, or EC50 in µM where a hit was titrated; hit rate 1% among 290,000; in the data active = inhibition mostly above about 36%, no sharp cut-off; inactive = mostly below about 34%;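 note: HEK-293T reporter cells stimulated with the NOD1 agonist gamma-tri-DAP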
KOR beta-arrestin-1: KOR agonists, beta-arrestin recruitment, primary screen, cell-based, luminescence, uHTS (AID 1777); KOR beta-arrestin recruitment, luminescence; higher % means a stronger effect; activation, % at 10 µM; hits with a dose series show EC50 in µM; hit rate 0.02% among 280,000; in the data active = activation above about 50%, passing the limit was not always enough; note: a part of the inactive calls stands beside numbers as strong as those of hits
Myeloid diff 2: induction of myeloid progenitor differentiation, primary screen, cell-based, flow cytometry, MLPCN library | calls only at 10 µM | hit rate 1% among 360,000 | ER-HoxA9 myeloid progenitors, lysozyme-GFP differentiation;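 active = normalized GFP-positive differentiation at or above the plate's own cutoff, the solvent-only control mean plus 3 SD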;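 note: cells exposed to compound for four days before flow analysis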
HIV peptide binding: inhibitors of HIV fusion peptide binding, primary screen, biochemical, uHTS, fluorescence dequenching (AID 1986); cell-free peptide binding, fluorescence dequenching, 30 min; higher % means a stronger effect; inhibition, % at 20 µM, or IC50 in µM where a hit was titrated; hit rate 0.3% among 290,000; in the data active = inhibition mostly above about 52%, no sharp cut-off; inactive = mostly below about 76%; note: some results filed as inactive read as strong as hits
KOR beta-arrestin-2: KOR antagonists, beta-arrestin recruitment, cell-based, luminescence, uHTS (AID 1778); KOR beta-arrestin recruitment, luminescence, antagonist mode; higher % means a stronger effect; one-dose inhibition, % at 10 µM; IC50 in µM for titrated hits; hit rate 0.091% among 290,000; note: strong numbers were not always called active
Myeloid diff 2 GFP+ MAC1+ %: recorded beside Myeloid diff 2, whose call it bears; GFP+ MAC1+ double positive, %; measured here: differentiation confirmed by MAC1 staining
An asterisk follows results filed as active; i = inactive; nt = no result given; [ ] = remark or other dose. Cut-off read from the data, not from the text of the source, unless noted: active = inhibition above about 50%; inactive = the rest. A portion of the library; the hit share may differ from the screen's.

SMILES	Siah-1 displacement	LYP phosphatase	Salmonella PhoP GFP	NOD2 inhibition	NOD1 NF-kB reporter	KOR beta-arrestin-1	Myeloid diff 2	Myeloid diff 2 GFP+ MAC1+ %	HIV peptide binding	KOR beta-arrestin-2
Cc1ccc(NC(=O)CNC(=O)c2ccco2)nc1	2%	-7%	-3%	-4%	-28%	10%	i	0.5	0.0%	-1%
O=C(CO/N=C/c1ccccc1)Nc1c(F)c(F)c(F)c(F)c1F	5%	0%	-9%	19%	-16%	0.2%	i	0.7	0.9%	14%
CCCCNC(=O)/C(C#N)=C/c1ccc(F)cc1F	3%	-5%	-1%	1%	-3%	-0.8%	i	1.1	0.0%	10%
COc1ccccc1-c1c(C)nn2c(N3CCCCCC3)cc(C)nc12	-2%	-4%	8%	20%	9%	-2.9%	i	7.1	-2.2%	21%
Cc1nc(SC(C)C(=O)NC2CCCCC2C)c2c(C)c(C)sc2n1 (stereo not drawn)	0%	-5%	-1%	9%	-27%	2.4%	i	5.1	1.8%	-2%
O=C(NC1CCSc2ccccc21)c1ccc(C(F)(F)F)cc1 (stereo not drawn)	3%	-7%	-3%	1%	-16%	-7.1%	nt	nt	0.3%	-2%
COc1ccccc1CC(=O)NCCc1c[nH]c2ccccc12	6%	-9%	5%	7%	31%	-3.3%	i	1.2	0.6%	21%
CC(c1ccccc1)n1cc(C(=O)NCCN2CCOCC2)nn1 (stereo not drawn)	-4%	-10%	-3%	7%	-4%	-3.5%	i	0.7	1.7%	16%
Cn1cc(Cl)c(-c2n[nH]c(=S)n2-c2ccccc2)n1	-1%	-4%	-13%	4%	-29%	0.9%	i	0.4	-1.5%	-38%
COc1ccc(C(=O)Nc2ccc([N+](=O)[O-])cn2)cc1OC	3%	2%	2%	-19%	-22%	6.1%	i	0.6	4.2%	-26%
O=C(Nc1cccc(Cl)c1)N1N=CCC1c1ccccc1 (stereo not drawn)	-1%	-6%	-1%	18%	-2%	-3.5%	i	0.5	-1.1%	24%
Cc1cccc(NC(=O)COc2cccc3c2CCN(C)C3=O)c1	2%	-7%	-6%	6%	-26%	-5.3%	i	1.8	1.2%	25%
COc1cc(OC)cc(-c2nc3ccccc3c(=O)n2OC(=O)c2ccc(C)c(C)c2)c1	8%	-2%	13%	32%	65%	15%	i	1.0	6.6%	4%
Cc1ccc(NC(=O)CCCNC(=O)c2ccc(Cl)cc2)c(O)c1	12%	-9%	5%	-42%	-30%	3.9%	i	1.3	-1.3%	-11%
CN(C)CCCNC(=O)CC(c1ccccc1)c1ccccc1O (stereo not drawn)	36%	5%	-8%	4%	-16%	4.5%	i	0.6	3.5%	-27%
CCCOc1ccc(N2C(=O)C3C4C=CC(CC4)C3C2=O)cc1 (stereo not drawn)	2%	-7%	7%	-10%	-12%	-3.8%	i	0.7	-0.8%	6%
CSc1ccccc1NC(=O)c1cnc2scc(C)n2c1=O	3%	1%	-14%	-2%	-33%	-3.6%	i	1.2	3.5%	25%
COc1cccc(N=CC=C2OC(C)(C)C(C)(C)O2)c1	-2%	-4%	-4%	-32%	-26%	2.1%	i	0.7	0.6%	-26%
COCCNC(=O)c1ccc(N2CC3CC(C2)c2cccc(=O)n2C3)c(NC(=O)c2cc(OC)cc(OC)c2)c1 (stereo not drawn)	-3%	-11%	11%	2%	4%	8.8%	i	4.1	0.4%	-20%
CCOP1(=O)OCC2OC(n3cnc4c(N)ncnc43)C(O)C2O1 (stereo not drawn)	0%	-6%	-3%	20%	-2%	1.7%	i	0.7	0.8%	10%
Cc1ccccc1C(=O)O/N=C(\N)c1ccc([N+](=O)[O-])cc1	8%	-4%	3%	-18%	-30%	-2.0%	i	0.4	-1.1%	-25%[20 µM]
CC(C)CCOP(=O)(c1ccc(N(C)C)cc1)C(Nc1ccccc1)c1ccc(N(C)C)cc1 (stereo not drawn)	3%	4%	-4%	3%	-12%	1.7%	i	0.5	-0.6%	7%
Cc1ccc(/C=N\n2c(-c3ccccc3)n[nH]c2=S)s1	2%	1%	24%	-2%	-2%	2.4%	i	1.0	3.9%	-14%
O=C(C(Cc1ccccc1)n1cccc1)N1CCN(Cc2ccccc2)CC1 (stereo not drawn)	-2%	-6%	4%	-19%	-7%	-1.5%	i	6.1	-2.2%	-27%
Cc1cc(-n2c(C)cc(C(=O)CSc3ncnc4ccccc34)c2C)no1	4%	-2%	-2%	52%*	52%	-1.8%	i	1.1	-2.3%	-4%

3 structures out of the list, arranged by heavy-atom count, smallest number first.
SMILES	Siah-1 displacement	LYP phosphatase	Salmonella PhoP GFP	NOD2 inhibition	NOD1 NF-kB reporter	KOR beta-arrestin-1	Myeloid diff 2	Myeloid diff 2 GFP+ MAC1+ %	HIV peptide binding	KOR beta-arrestin-2
CCCOc1ccc(N2C(=O)C3C4C=CC(CC4)C3C2=O)cc1 (stereo not drawn)	2%	-7%	7%	-10%	-12%	-3.8%	i	0.7	-0.8%	6%
O=C(CO/N=C/c1ccccc1)Nc1c(F)c(F)c(F)c(F)c1F	5%	0%	-9%	19%	-16%	0.2%	i	0.7	0.9%	14%
Cc1nc(SC(C)C(=O)NC2CCCCC2C)c2c(C)c(C)sc2n1 (stereo not drawn)	0%	-5%	-1%	9%	-27%	2.4%	i	5.1	1.8%	-2%

Going on with the list.
SMILES	Siah-1 displacement	LYP phosphatase	Salmonella PhoP GFP	NOD2 inhibition	NOD1 NF-kB reporter	KOR beta-arrestin-1	Myeloid diff 2	Myeloid diff 2 GFP+ MAC1+ %	HIV peptide binding	KOR beta-arrestin-2
CCOc1ccc(C2C(C(C)=O)=C(O)C(=O)N2CCc2c[nH]c3ccccc23)cc1 (stereo not drawn)	-2%	0%	nt	-45%	-15%	1.1%	i	0.2	9.3%	-19%[20 µM]
CCCCNC(=S)NCC(c1ccccc1)c1c[nH]c2ccccc12 (stereo not drawn)	-2%	-1%	6%	17%	-6%	-3.8%	i	0.4	1.2%	33%
O=C(NCc1ccccn1)C1CCN(S(=O)(=O)c2ccc(Br)cc2)CC1	-1%	-8%	-6%	14%	28%	8.3%	i	0.7	0.7%	-20%
O=C(Nc1ccncc1)c1ccccc1-c1ccccc1	1%	-4%	7%	-4%	-26%	-0.8%	i	0.2	-2.2%	-11%
S=C(Nc1ccc(Cl)cc1)N(CCCN1CCOCC1)Cc1ccco1	-1%	-2%	-12%	-6%	-29%	5.1%	i	0.7	2.3%	25%
COc1ccc(-c2nnc(NC(=O)Cc3ccccc3)s2)c(OC)c1	1%	-12%	-3%	11%	8%	-2.4%	i	0.7	0.0%	9%
CCCCN(CCCC)C(=S)NC(=O)C(C)(C)C	-2%	-8%	-13%	4%	-22%	-0.5%	i	0.1	-1.9%	14%
COC(=O)N/N=C/c1cn(Cc2ccc(F)cc2)c2ccccc12	-2%	0%	-8%	-10%	-6%	nt	i	0.7	-1.0%	9%
NC(=O)NC(=O)CSc1nc(C2CCCCC2)n(-c2ccccc2)n1	0%	-2%	5%	14%	-25%	2.0%	i	0.5	4.2%	29%
O=c1[nH]c2ccccc2nc1/C=C(\O)c1cccs1	1%	-8%	-1%	-84%	-22%	6.6%	i	0.5	66%*	-36%
COCCCNC(=S)NNC(=O)c1cc(-c2cccnc2)nc2ccccc12	1%	-10%	3%	0%	-21%	-1.4%	i	0.0	-2.4%	9%
O=C1CCCN1CCCNC(=S)Nc1cccc2ccccc12	3%	-4%	2%	-17%	-24%	-7.0%	i	0.2	0.2%	-8%
CCC(C)c1c(O)nc(SCC(=O)N2CCCCCC2)[nH]c1=O (stereo not drawn)	12%	-3%	0%	10%	-8%	0.0%	i	2.3	-0.8%	32%
Cc1cc(O)cc2c(=O)c3ccccc3sc12	-2%	-6%	-12%	-11%	-48%	-3.2%	i	0.6	25%	-22%
COc1ccc(C(=O)Oc2ccc3oc(=O)sc3c2)cc1	-1%	-2%	10%	13%	0%	-0.5%	i	1.6	0.8%	22%
CO/N=C(\CS(=O)(=O)Cc1ccc(OC)cc1)c1ccc(Cl)cc1	6%	-9%	-5%	-1%	-25%	-3.1%	i	15	-2.8%	2%
COc1cc2cc(CN(CCO)S(=O)(=O)c3ccccc3Cl)c(=O)[nH]c2cc1OC	1%	-7%	-7%	4%	-4%	3.8%	i	2.1	-1.1%	12%
S=C(NCCc1ccccc1)N/N=C/c1ccc(Cl)cc1	17%	1%	5%	-44%	-8%	4.6%	i	0.3	-1.3%	24%
O=C(Nc1cccc(NC(=O)c2ccc(-c3ccc(Br)cc3)o2)c1)c1ccco1	8%	5%	3%	14%	-23%	2.4%	i	0.3	0.4%	3%
O=C(NCc1cccnc1)c1cccc(S(=O)(=O)N2CCCC2)c1	-7%	-8%	6%	-2%	-17%	-2.9%	i	0.9	-1.5%	-11%
Cc1ccc(S(=O)(=O)CC(CN2CCCCC2)N2CCCCC2)cc1 (stereo not drawn)	-8%	-8%	6%	20%	13%	nt	i	0.4	-0.5%	0%[20 µM]
N#Cc1ccc(-c2ccc(OCC(O)CN3CCCCC3)cc2)cc1 (stereo not drawn)	0%	-8%	nt	-7%	-7%	-3.2%	i	0.4	-1.5%	30%
O=C(NCc1cccnc1)Nc1ccc(Br)cc1Cl	-2%	-6%	1%	1%	-36%	-3.5%	i	1.1	-0.2%	-22%
COc1ccc(Cl)cc1NC(=O)CN(C)C(=O)CNC(=O)C12CC3CC(CC(C3)C1)C2	-1%	-4%	-19%	-6%	-7%	7.1%	i	0.6	-1.2%	-40%
c1ccc2nc(N3CCOCC3)cnc2c1	-1%	-9%	10%	-3%	-2%	-7.5%	i	0.7	-2.6%	5%

(listing goes on)
SMILES	Siah-1 displacement	LYP phosphatase	Salmonella PhoP GFP	NOD2 inhibition	NOD1 NF-kB reporter	KOR beta-arrestin-1	Myeloid diff 2	Myeloid diff 2 GFP+ MAC1+ %	HIV peptide binding	KOR beta-arrestin-2
Cc1sc(NC(=O)/C=C/C(=O)O)c(C(N)=O)c1-c1ccc(C(C)(C)C)cc1	-3%	-9%	1%	11%	20%	-1.6%	i	0.4	7.7%	6%
CC(Oc1ccc(Cl)cc1)C(=O)/C=C/N(C)C (stereo not drawn)	-2%	-3%	-4%	6%	-2%	-0.5%	i	1.5	8.0%	-31%
COc1ccc(/C=C/C(=O)Nc2cccc(N3CCOCC3)c2)cc1OC	-2%	-1%	-5%	11%	15%	2.1%	i	1.8	3.2%	25%
COc1ccc(C(CCN2CCOCC2)c2c(OC)cc(OC)c3c(C)cc(=O)oc23)cc1 (stereo not drawn)	0%	-4%	-1%	17%	3%	-1.3%	i	1.5	1.3%	14%
CS(=O)(=O)N1CC2CCCN2c2cc(C(F)(F)F)ccc21 (stereo not drawn)	5%	-2%	3%	0%	-23%	-1.8%	i	0.5	0.8%	11%
C=C(C)Cn1c(CCNC(=O)CC)nc2ccccc21	5%	-5%	-5%	8%	-35%	-4.1%	i	1.6	-0.5%	18%
COCCSc1ccccc1C(=O)NCc1cccnc1	-3%	-6%	7%	-3%	-5%	3.6%	i	0.3	-0.3%	2%
C/C(=N\Nc1ccc(C(=O)c2c(C)cc3ccccn23)cc1[N+](=O)[O-])c1ccc(O)cc1	-6%	1%	-1%	-18%	-4%	1.5%	i	0.7	-3.7%	-6%
CCOC(=O)c1ccc(-n2c(CCC(=O)O)ccc2-c2ccc(F)cc2)cc1	10%	-3%	13%	13%	-12%	-1.8%	i	0.4	5.4%	10%

High-throughput results: PubChem BioAssay, several laboratories
